uPA surface inh: blocks generation of uPA at the cell surface | cell surface uPA generation assay, qHTS | Potency, µM (titrated, usually from 38.3 µM), for inactives: top-dose activity change, negative = inhibition, usual class: inhibitors | hit rate 0.31% among 330,000; active = well fitted inhibition curve with a large enough effect; inconclusive = small, poorly fitted or top-dose-only effect; inactive = no such curve, though single readings can be large or run the other way; tested in mouse RAW 264.7 cells; also: potency is read from the fitted curve at half-maximal effect; % is scaled to controls: 0 for no effect and ±100 for the full control effect; nearly all actives have a fitted effect of over 55% in size
B2AR arrestin: recruits beta-arrestin to the human beta2-adrenergic receptor. beta-arrestin recruitment to beta2AR, cell-based reporter. hit rate 0.02% among 330,000. Potency, µM (doses to about 46.1 µM), without a hit: at the highest dose activation, hits mostly activators. AID 492947. P07550;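 also: potency is read from the fitted curve at half-maximal effect; 0% = DMSO controls and full agonism = EC100 isoproterenol or metaproterenol; nearly all actives have a fitted effect of over 65% in size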
TSG101-PTAP inh: blocks PTAP/TSG101 interaction to inhibit HIV-1 budding | 340,000 tested, under 10 active | Q99816 | Potency, µM (titrated, usually from 115 µM), for the others: at the top dose activity change, negative = inhibition, hits mostly inhibitors | Fluorescence polarization, FITC-PTAP peptide / Tsg101 binding; active = well fitted inhibition curve with a large enough effect in the main read-out, with a control signal flat, not every such curve was filed as active; inconclusive = small, poorly fitted or top-dose-only effect, or effect the other way, or a change in a side signal; inactive = no such curve, though single readings can be large or run the other way; also: potency is read from the fitted curve at half-maximal effect; % of control where 0% means no effect
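Fluorescence anisotropy tracks displacement of a FITC-tagged PTAP peptide (50 nM) from the Tsg101 binding domain (10 uM), following a 20 min room-temperature incubation at pH 7.5.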
Eya2 inh: blocks the phosphatase activity of human Eya2; O00167; recombinant Eya2, OMFP fluorescence dephosphorylation (OMFP is methylfluorescein phosphate); Potency, µM (series often up to 76.9 µM), without a hit: at the highest dose activity, negative = inhibition, usual class: inhibitors; hit rate 0.006% among 330,000; AID 488837; also: potency is read from the fitted curve at half-maximal effect; % is scaled to controls: 0 for no effect and ±100 for the full control effect
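Eya2 (0.2 uM) preincubated 10 min at ambient with compound, then OMFP substrate added at 50 uM; 10 min reaction in 50 mM HEPES pH 7.5, 50 mM NaCl, 5 uM MgCl2, 0.05% BSA, 1 mM DTT. Fluorescence read at Ex 485/Em 525 nm.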
p53 reactivator: mutant p53 re-activation in reporter cells; hit rate 0.063% among 320,000; H1299 p53-A138V BP100-luciferase reporter, luminescence, 24 h; Potency, µM (titrated, usually from 92.2 µM), for inactives: at the highest dose activity change, positive = activation, usual class: activators; also: potency is read from the fitted curve at half-maximal effect; % of control where 0% means no effect; nearly all actives have a fitted effect of over 45% in size
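H1299 (p53-null), stable ts p53-A138V + BP100-Luc; 1000 cells/well, Opti-MEM/10% FBS; cpd 4 pt, 1:5; 24 h, 37 deg C, 5% CO2; detection reagent 10 min RT; luminescence.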
USP2a block: inhibitors of human ubiquitin-specific protease USP2a. O75604. USP2 core, Ub-CHOP2 coupled fluorogenic reporter, 485/531. Potency, µM (doses to about 38.3 µM), for the others: top-dose activity change, negative = inhibition, usual class: inhibitors. hit rate 0.01% among 330,000. AID 463254;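 also: potency is read from the fitted curve at half-maximal effect; plate controls were DMSO wells for no effect and full inhibition by NEM control for full effect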
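Deubiquitinase activity read as fluorescence (485/531 nm) after Ub-CHOP2 cleavage activates the enterokinase reporter on its substrate; USP2 core 10nM, Ub-CHOP2 and substrate 25nM each, 30min compound preincubation then 60min RT; data normalized to NEM, curves fitted.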
BRCA1 expr act: increases BRCA1 expression; Potency, µM (highest dose often 46.1 µM), inactives show at the highest dose activation, usual class: activators; hit rate 1.1% among 380,000; MCF7-BRCA1-FFLuc reporter, luminescence, 48 h; response scale: scaled: vehicle 0%, 10 µM genistein 100%; also: potency is read from the fitted curve at half-maximal effect; nearly all actives have a fitted effect of over 80% in size; some results filed as inactive show a strong effect at the top dose
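First, MCF7-BRCA1-FFLuc cells (2000/well) attach for 2 h; next, compounds are pin-added and incubated 48 h at 37 °C; finally, luciferase reagent is added and luminescence read after 15 min.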
TRPV1 ag: agonists of human vanilloid receptor 1 (TRPV1) | TRPV1-expressing cells, Fluo-8 calcium influx, agonist mode | hit rate 0.19% among 320,000 | activation, % at 8.33 µM; in the data active = activation above about 80%; inconclusive = between about 30% and that limit; also: 0% is about no effect
Target sequence (Q8NER1 whole entry, looked up): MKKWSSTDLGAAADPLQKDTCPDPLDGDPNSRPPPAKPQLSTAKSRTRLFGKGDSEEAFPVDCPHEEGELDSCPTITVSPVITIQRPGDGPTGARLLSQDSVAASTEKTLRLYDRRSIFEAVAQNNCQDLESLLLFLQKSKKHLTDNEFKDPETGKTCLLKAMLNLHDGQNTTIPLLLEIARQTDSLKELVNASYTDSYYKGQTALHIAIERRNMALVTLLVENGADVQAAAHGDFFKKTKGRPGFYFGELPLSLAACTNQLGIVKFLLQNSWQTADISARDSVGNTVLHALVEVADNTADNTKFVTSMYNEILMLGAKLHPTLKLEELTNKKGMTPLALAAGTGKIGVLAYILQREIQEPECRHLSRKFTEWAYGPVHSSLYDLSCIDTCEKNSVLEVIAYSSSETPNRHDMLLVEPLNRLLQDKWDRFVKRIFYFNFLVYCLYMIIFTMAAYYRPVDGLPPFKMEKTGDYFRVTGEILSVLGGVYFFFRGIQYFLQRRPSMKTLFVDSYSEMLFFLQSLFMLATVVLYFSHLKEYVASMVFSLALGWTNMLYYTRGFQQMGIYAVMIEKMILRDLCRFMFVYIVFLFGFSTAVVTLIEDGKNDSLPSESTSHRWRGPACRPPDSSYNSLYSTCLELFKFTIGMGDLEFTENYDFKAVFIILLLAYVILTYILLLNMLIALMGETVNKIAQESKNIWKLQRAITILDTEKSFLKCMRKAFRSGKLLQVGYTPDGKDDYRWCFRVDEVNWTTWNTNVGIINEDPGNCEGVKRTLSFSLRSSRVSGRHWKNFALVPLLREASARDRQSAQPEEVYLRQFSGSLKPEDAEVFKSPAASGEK
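Cells expressing TRPV1 were dye-loaded with Fluo-8 and read kinetically: 10 s baseline, 3 min after compound (agonist portion), then 2 min after EC20 capsaicin (allosteric enhancer portion). Calcium-bound dye fluorescence at 480/520 nm.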
ELG1 genotoxic: genotoxicity induction in ELG1-luciferase HEK293T cells | HEK293T ELG1-luciferase reporter, luminescence, 16 h | AID 504466 | hit rate 1.3% among 330,000 | Potency, µM (series often up to 46 µM), without a hit: top-dose activity change, positive = activation, most hits filed as activators; also: potency is read from the fitted curve at half-maximal effect; % of control where 0% means no effect; nearly all actives have a fitted effect of over 60% in size
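After overnight (16 hr) compound treatment at 37 °C, ELG1-luciferase HEK293T cells were lysed with ONE-Glo; luminescence quantified 30 min later at room temperature.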
ASM inhibitor: human S-ASM enzyme inhibition | P17405 | placental ASM, HMU-PC fluorogenic substrate, 60 min | Potency, µM (top dose mostly 57.5 µM), inactives show top-dose activity change, negative = inhibition, most hits filed as inhibitors | hit rate 0.006% among 340,000 | AID 504937; also: potency is read from the fitted curve at half-maximal effect
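Human placenta-derived ASM preincubated with compound 10 min at room temperature, then reacted with 9 uM (final) fluorogenic HMU-PC substrate for 60 min at 37 C. Stop solution raises pH to 10; fluorescence read at Ex 386/Em 447 nm.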
Integrin act MD: activators of alpha7 integrin expression for muscular dystrophy. alpha7betagal myoblasts, beta-gal FDG fluorescence, 48 h. Potency, µM (doses to about 38.3 µM), without a hit: top-dose activation, most hits filed as activators. hit rate 0.064% among 350,000;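 also: potency is read from the fitted curve at half-maximal effect; 100% = response of the positive control SU9516; nearly all actives have a fitted effect of over 60% in size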
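alpha7betagal+/- myoblasts (passage 13, 250/well) treated 48 h at 37C with compounds at 1:260 dilution of DMSO stock. Lysed, then beta-galactosidase activity read as FDG fluorescence (ex 480/em 540) after 30 min, with pre-read for autofluorescence.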
* marks the source's active call; other numbers are inactive results; ? = inconclusive; nt = no result given; [ ] = dose if it differs, or a comment. Unless noted, calls follow the shape of the dose curve; as a rule, active = well fitted curve in the direction sought with a large enough effect; inconclusive = small, poorly fitted or top-dose-only effect, or another doubt; inactive = no such curve, though single readings can be large; an effect the other way counts as inactive or inconclusive. Compounds were not picked by outcome; 2.6% or so of the library scored in one or more.

| mol | ELG1 genotoxic | Eya2 inh | Integrin act MD | TSG101-PTAP inh | BRCA1 expr act | p53 reactivator | B2AR arrestin | uPA surface inh | TRPV1 ag | USP2a block | ASM inhibitor |
| --- | --- | --- | --- | --- | --- | --- | --- | --- | --- | --- | --- |
| Cc1onc(-c2c(Cl)cccc2Cl)c1C(=O)ONC(=O)c1ccccc1 | -4.4% | 10.0% | -15.1% | 3.1% | -9.0% | 3.8% | -0.6% | 4.1% | 1.3 | 1.5% | 3.7% |
| CCC(=O)c1ccc(OCC(=O)Nc2cc(S(=O)(=O)N3CCCCC3)ccc2OC)cc1 | -13.0% | -8.0% | -44.6%[inhibitor] | -0.3% | -20.4% | -1.6% | 1.1% | -6.2% | -2.5 | -3.5% | -11.9% |
| COc1ccc(CCn2c(=O)[nH]c3cc(C(=O)NCCN4CCOCC4)ccc3c2=O)cc1OC | 0.8% | 0.7% | 3.7% | -6.6% | -0.3% | -2.8% | 0.3% | 1.6% | -2.1 | 6.0% | 23.9% |
| CCCOc1cc(C)c(S(=O)(=O)NCc2cccs2)cc1C | 0.5% | -32.4% | -9.3% | -3.1% | -21.4% | 12.1% | -0.7% | 8.8% | nt | -10.9% | -7.9% |
| COCCC(=O)N1CCCC(C(=O)c2ccc(Oc3ccccc3)cc2)C1 (stereo not drawn) | -12.8% | 9.1% | -27.2% | -4.2% | -7.8% | -1.8% | -1.2% | -2.1% | 5.7 | -4.3% | -3.0% |
| Cc1oc(-c2ccccc2Cl)nc1CS(=O)(=O)CC(=O)NC1CCCC1 | 1.0% | 4.5% | 11.7% | 0.0% | -24.6% | nt | -0.3% | 0.2% | 5.8 | -1.2% | -8.7% |
| COc1ccccc1NC(=O)C(C)OC(=O)C1CCN(S(=O)(=O)c2ccc(C)c(C)c2)CC1 (stereo not drawn) | -1.7% | 6.7% | 21.6% | -0.6% | -25.0% | 20.2% | -0.2% | -0.1% | 3.6 | 3.8% | 3.9% |
| CC(=O)c1c(C)[nH]c(C(=O)NC(C)c2ccccc2)c1C (stereo not drawn) | -6.2% | 5.9% | 7.9% | -1.1% | -28.7% | 0.3% | 0.2% | -4.3% | 1.9 | -1.3% | 5.1% |
| Clc1ccc2c(c1)C(C1=NCCN1)c1ccccc1CS2 (stereo not drawn) | -7.3% | 2.7% | -40.4% | -0.5% | -62.7% | -5.7% | 0.0% | -9.9% | -1.9 | 1.8% | 5.9% |
| Cc1ccc(C(=O)OCC(=O)Nc2ccc3c(c2)OCO3)o1 | 13.0% | -15.6% | 12.0% | -10.0% | -13.5% | 20.0% | -0.7% | 2.4% | 2.1 | 2.9% | 5.0% |
| COc1cc(NC(=O)c2ccc(N3CC4CC(C3)c3cccc(=O)n3C4)c(NC(=O)c3ccncc3)c2)cc(OC)c1OC (stereo not drawn) | 7.6% | -13.1% | 18.2% | -2.4% | -2.0% | 1.3% | -1.0% | 6.6% | 0.3 | 1.6% | 2.1% |
| Cc1cc(C)n2nc(SCC(=O)Nc3ccc(F)c(F)c3F)nc2n1 | 1.6% | 3.2% | 0.0% | -5.8% | 2.3% | -2.4% | -0.3% | -4.0% | -1.6 | 0.3% | -0.4% |
| O=S(=O)(Cc1ccccc1)N1CCn2c(nc3ccccc32)C1 | 1.4% | 15.7% | 19.1% | -0.7% | 27.1% | 2.2% | 0.0% | 1.5% | 10.4 | 0.9% | -4.4% |
| COc1ccc(N/C=C(/C(C)=O)c2ccccc2)cc1 | ? | -16.7% | 34.8% | 1.2% | -8.8% | -8.4% | 0.1% | -0.2% | 0.0 | -1.4% | 6.8% |
| CCSc1ccccc1C(=O)N1CCN(Cc2ccc3c(c2)OCO3)CC1 | -7.0% | -25.5% | 16.2% | nt | -28.8% | -14.1% | 0.1% | 0.0% | ? | -2.5% | 3.0% |
| Cc1ccc(S(=O)(=O)N(C)C)cc1NC(=O)COC(=O)Cc1ccc(Br)cc1 | 4.8% | 7.7% | 16.3% | -1.5% | 18.4% | 9.5% | -0.3% | 1.2% | 0.5 | 3.7% | -4.6% |
| COC(=O)[C@@H]1C[C@@]2(O)[C@@H](O)[C@@H](O)[C@@H](O)C[C@H]2N1C/C=C/c1ccccc1 | 0.7% | 7.2% | -0.2% | 0.0% | 24.1% | 4.8% | -1.1% | 14.5% | 4.7 | -11.9% | 15.8% |
| COc1ccc(-n2nnnc2SCC(=O)Nc2ccc3c(c2)OCCO3)c(OC)c1 | -1.4% | -6.3% | -22.6% | 0.9% | -15.7% | 7.9% | 0.3% | -6.0% | -2.4 | -1.7% | 0.1% |
| NC(=O)CC(NC(=O)Cc1ccc(Br)cc1)c1ccc(N2CCN(c3ccc(F)cc3)CC2)c([N+](=O)[O-])c1 (stereo not drawn) | -2.1% | -13.0% | -14.5% | -5.5% | -26.9% | -4.8% | 0.7% | 9.9% | -1.3 | -0.6% | -2.0% |
| O=C(N/N=C/c1ccc([N+](=O)[O-])cc1)c1cccs1 | ? | -4.3% | -5.3% | -4.9% | ? | 12.1% | 0.0% | -27.0% | 17.6 | 4.4% | -2.5% |
| Cn1cc(C(=O)c2cccc(Cl)c2Cl)cc1C(=O)O | -0.9% | 5.7% | 14.2% | -4.3% | 6.7% | 4.4% | -0.1% | -3.5% | nt | 1.2% | 4.4% |
| COc1ccc(/C(O)=C(\C#N)c2nc3ccccc3n2C)cc1OC | 2.8% | -14.1% | -3.2% | -7.5% | -24.2% | -0.5% | -0.2% | nt | 1.2 | 3.3% | 6.9% |
| C=CCn1c(SCC(=O)N(CC)C2CCS(=O)(=O)C2)nc2sc3c(c2c1=O)CCC3 (stereo not drawn) | -3.0% | 3.8% | 0.0% | -9.0% | 7.4% | -0.4% | -0.1% | 2.8% | -1.5 | 0.7% | 0.4% |
| O=C(NC(Cc1ccccc1)C(=O)O)OCC1c2ccccc2-c2ccccc21 (stereo not drawn) | 0.7% | 10.9% | -8.5% | -4.0% | 36.3% | 2.7% | -0.3% | -0.8% | -9.3 | 0.6% | 3.1% |
| CCC1CCCCN1C(=O)CSc1nnc(CNC(=O)c2cc(OC)c(OC)c(OC)c2)o1 (stereo not drawn) | -0.2% | -2.7% | -7.3% | -6.3% | -18.5% | -2.4% | 0.4% | 3.0% | 0.4 | 2.5% | 1.7% |

Copied from the list.
ASM inhibitor result of O=S(=O)(Cc1ccccc1)N1CCn2c(nc3ccccc32)C1 → -4.4%
uPA surface inh result of Cc1ccc(S(=O)(=O)N(C)C)cc1NC(=O)COC(=O)Cc1ccc(Br)cc1 → 1.2%

Next section
| mol | ELG1 genotoxic | Eya2 inh | Integrin act MD | TSG101-PTAP inh | BRCA1 expr act | p53 reactivator | B2AR arrestin | uPA surface inh | TRPV1 ag | USP2a block | ASM inhibitor |
| --- | --- | --- | --- | --- | --- | --- | --- | --- | --- | --- | --- |
| COc1ccc(N=Cc2c(O)c3ccccc3oc2=O)cc1 | 16.2% | 6.6% | ? | 7.2% | 1.2% | ? | -1.1% | 11.6% | ? | 2.4% | 1.8% |
| Cc1ccc(S(=O)(=O)/N=C/c2cc(Br)ccc2O)cc1 | 3.4% | 13.6% | 24.8% | -8.0% | 4.0% | -2.5% | -0.2% | -12.5% | -0.3 | 8.8% | -2.1% |
| Cc1cccc(-c2nc(CS(=O)CC(=O)NC(C)CCc3ccccc3)c(C)o2)c1 (stereo not drawn) | -0.9% | 2.0% | 14.2% | -0.9% | -12.1% | -4.5% | 2.7% | -5.7% | -1.8 | -5.6% | -10.4% |
| O=C(Nc1cccnc1)c1ccc(Cl)c(S(=O)(=O)N2CCCCC2)c1 | -0.7% | 6.2% | 15.1% | -2.1% | -9.3% | -16.8% | 0.3% | 0.8% | ? | 0.6% | -2.1% |
| COc1cccc(NC(=O)COc2ccc3c(c2)CCC3)c1 | 16.8% | 12.0% | 24.7% | -3.1% | -12.0% | 7.3% | -0.1% | 11.7% | ? | 2.3% | 2.5% |
| COCC(=O)N1CCC(Oc2cccc(C(=O)NCc3ccccn3)c2)CC1 | -5.0% | 0.6% | -19.6% | -5.1% | -21.2% | 5.1% | 0.3% | 7.3% | 0.5 | -1.0% | -0.3% |
| CC(C)(Oc1ccc(Cl)cc1)C(=O)OCC(=O)Nc1ncc(Cl)cc1Cl | 0.7% | 5.0% | 1.9% | -2.4% | -34.9% | -2.2% | 0.2% | nt | 11.2 | 0.2% | -9.3% |
